SR-BI DiI inh – blocks mouse SR-BI lipid uptake from DiI-HDL; Q61009; ldlA[mSR-BI] CHO cells, DiI-HDL uptake fluorescence, 3 h; inhibition, % at 12.5 µM; 320,000 compounds, 0.96% hits; AID 488896;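 active = mean replicate inhibition of at least 70% and a set share of replicates each scoring 70 or more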;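 also: 0% = median of neutral control wells and 100% = median of positive control wells; values of inactives mirror those of a sister screen read the other way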
DAGLB inh – diacylglycerol lipase beta (human) inhibition | Q8NCG7 | inhibition, % at 5.17 µM | AID 504411 | HEK293T DAGLB membrane lysate, EnzChek fluorogenic substrate | 340,000 compounds, 0.059% hits; in the data active = inhibition above about 34%;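 also: 0% = enzyme with vehicle and 100% = wells lacking enzyme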
PvdQ inh – blocks Pseudomonas aeruginosa PvdQ acylase activity | 340,000 compounds, 0.063% hits | AID 488965 | inhibition, % at 10 µM | purified PvdQ acylase, fluorescence plate reader; in the data active = inhibition above about 30%, passing the limit was not always enough;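 also: 0% = vehicle neutral wells and 100% = reference inhibitor wells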
NSD2 inh – NSD2 (human) methyltransferase inhibition. NSD2 peptide methylation, AlphaScreen, 120 min. inhibition, % at 12.5 µM. 310,000 compounds, 0.54% hits; in the data active = inhibition above about 50%
Target sequence (O96028 whole entry, looked up): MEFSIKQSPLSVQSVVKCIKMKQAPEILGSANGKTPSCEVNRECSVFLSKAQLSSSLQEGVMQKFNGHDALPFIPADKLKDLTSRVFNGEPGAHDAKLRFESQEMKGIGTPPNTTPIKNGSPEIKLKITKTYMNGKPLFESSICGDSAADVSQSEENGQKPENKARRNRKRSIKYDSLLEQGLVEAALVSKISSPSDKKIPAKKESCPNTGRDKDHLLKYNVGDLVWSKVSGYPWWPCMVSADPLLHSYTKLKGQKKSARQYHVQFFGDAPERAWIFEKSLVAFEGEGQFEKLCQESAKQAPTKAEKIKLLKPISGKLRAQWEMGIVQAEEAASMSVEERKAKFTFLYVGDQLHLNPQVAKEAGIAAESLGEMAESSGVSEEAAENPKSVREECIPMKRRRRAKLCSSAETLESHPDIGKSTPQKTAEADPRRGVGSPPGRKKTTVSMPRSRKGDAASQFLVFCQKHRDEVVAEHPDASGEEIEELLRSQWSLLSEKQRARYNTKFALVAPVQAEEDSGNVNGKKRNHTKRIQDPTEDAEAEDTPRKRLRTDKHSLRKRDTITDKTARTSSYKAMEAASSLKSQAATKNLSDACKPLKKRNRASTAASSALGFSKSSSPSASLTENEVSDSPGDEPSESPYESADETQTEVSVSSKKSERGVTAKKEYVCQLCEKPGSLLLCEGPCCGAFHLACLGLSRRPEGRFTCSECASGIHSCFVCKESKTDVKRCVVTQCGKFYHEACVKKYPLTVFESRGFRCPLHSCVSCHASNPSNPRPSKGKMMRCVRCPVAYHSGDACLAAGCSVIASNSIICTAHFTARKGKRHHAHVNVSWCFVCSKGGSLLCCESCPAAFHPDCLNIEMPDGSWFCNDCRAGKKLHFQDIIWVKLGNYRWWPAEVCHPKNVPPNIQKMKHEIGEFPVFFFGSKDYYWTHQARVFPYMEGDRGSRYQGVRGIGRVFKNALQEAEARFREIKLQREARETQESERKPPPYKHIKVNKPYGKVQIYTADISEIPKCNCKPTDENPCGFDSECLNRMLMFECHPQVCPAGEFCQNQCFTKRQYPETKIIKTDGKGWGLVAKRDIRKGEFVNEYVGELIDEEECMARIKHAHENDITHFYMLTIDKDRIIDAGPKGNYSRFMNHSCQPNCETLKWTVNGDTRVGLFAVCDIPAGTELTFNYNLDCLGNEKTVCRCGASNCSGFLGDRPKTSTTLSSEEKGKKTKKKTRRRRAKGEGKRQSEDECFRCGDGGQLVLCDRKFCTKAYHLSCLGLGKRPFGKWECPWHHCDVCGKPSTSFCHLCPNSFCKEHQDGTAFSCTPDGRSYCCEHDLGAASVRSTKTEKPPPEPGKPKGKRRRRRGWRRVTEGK
Arr AP2 block – blocks beta-arrestin peptide binding to AP2 adaptin. 340,000 compounds, 0.31% hits. inhibition, % at 10 µM. FITC-arrestin peptide / GST-AP2 beads, flow cytometry; AP2 beta2 appendage carries R879A mutation;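 active = inhibition above a set limit, near 3 SD of compounds lacking own fluorescence, cut at about 54% in these data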;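 also: plate controls were DMSO wells for no effect and 5 µM unlabelled arrestin peptide for full effect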
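system = GST-tagged AP2 beta2-adaptin appendage (R879A) on 4 µm glutathione beads | reagent = FITC-labelled arrestin peptide probe, 50 nM final | schedule = compound with beads 12 min RT, then probe 1 h RT | signal = HyperCyt-sampled flow cytometry, FL1 channel, ex 488/em 535 nm | read-out = percent response from loss of bead-bound FITC fluorescence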
C-LANA FP – blocks KSHV LANA C-terminal domain binding to DNA. MBP-C-LANA/FAM-LBS DNA binding, fluorescence polarization. inhibition, % at 9 µM. 340,000 compounds, 0.078% hits;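 active = highest replicate inhibition at or above 60% at 9 µM, even if other replicates fall short; inactive = all replicates below 60% inhibition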;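 also: 0% = neutral control wells and 100% = 4 µM acridine orange control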
Keap1 Nrf2 FP – Keap1-Nrf2 (human) interaction inhibition; Q14145; Keap1 Kelch-Nrf2 peptide fluorescence polarization, 1536-well; inhibition, % at 9.4 µM; 340,000 compounds, 0.15% hits; in the data active = inhibition above about 12%;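 also: human Keap1 Kelch domain with fluorescein labeled Nrf2 9mer peptide probe; 0% = neutral control wells and 100% = peptide positive control; higher means more block of Keap1 binding to Nrf2 peptide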
PKA-R2B act – PKA-R2B complex activation; PKA-R2B holoenzyme dissociation, Cy5-IP20 fluorescence polarization; R2B truncated from residue 108, S112A mutant; 0% DMSO only, 100% 113 µM cGMP; activation, % at 11.4 µM; 340,000 compounds, 0.079% hits;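 active = activation above a cutoff set at the mean over all compounds plus 3 SD, cut at about 18% in these data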;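 also: higher means more holoenzyme dissociation and a rise in polarization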
RTF Ca sens inh – cardiac RTF calcium desensitization; 340,000 compounds, 0.12% hits; IANBD-labeled cardiac RTF, Ca2+ fluorescence; inhibition, % at 7.15 µM; P19429+P45379; AID 493244;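 active = inhibition above the mean inhibition of all tested compounds plus 3 SD, cut at about 17% in these data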;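 also: assay run at fixed EC70 calcium of 1.6 mM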
SR-BI DiI-HDL act – enhances SR-BI lipid uptake from DiI-HDL | CHO ldlA[mSR-BI] cells, DiI-HDL uptake fluorescence, 3 h; 100 = double the neutral-control signal | activation, % at 12.5 µM | 320,000 compounds, 0.096% hits;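 active = mean replicate activation of at least 60% and every replicate at or above 60%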;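 also: 0% = median plate neutral-control signal and 100% = twice that signal; values of inactives mirror those of a sister screen read the other way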
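Test system: SR-BI-overexpressing, LDLR-lacking CHO cells; Also added: labelled HDL, 10 µg/mL; Measured by: bottom-read cell fluorescence after medium removal, ex 550/em 595 nm; Timing: 3 h uptake period with compound, 37 °C; Buffer or medium: F12, 0.5% BSA, 25 mM HEPES; Doses: single compound concentration, delivered by pin transfer.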
An asterisk follows results filed as active; . = no result given.

| nr | SMILES | SR-BI DiI inh | SR-BI DiI-HDL act | Arr AP2 block | RTF Ca sens inh | PvdQ inh | C-LANA FP | Keap1 Nrf2 FP | NSD2 inh | DAGLB inh | PKA-R2B act |
| --- | --- | --- | --- | --- | --- | --- | --- | --- | --- | --- | --- |
| 1 | Cc1ccc(C)c(N(CC(=O)NC2CCCCC2)C(=O)CNC(=O)c2ccco2)c1 | -1 | 1 | -1 | -3 | -18 | 0.4 | -2 | -4 | -2 | 0 |
| 2 | CCCCCOc1ccc(Br)cc1/C(C)=N/NC1=NCCN1 | 36 | -36 | -7 | 6 | -37 | -3.1 | -2 | 36 | -4 | -19 |
| 3 | O=C(OCc1ccc([N+](=O)[O-])cc1)c1cc(=O)c2ccccc2o1 | -5 | 5 | 23 | -12 | 9 | -0.9 | -2 | 115* | -3 | -18 |
| 4 | CC(=O)c1cccc(NC(=O)C2=CC(c3cccs3)=NS(=O)(=O)N2C)c1 | 45 | -45 | -13 | -4 | -11 | 0.4 | -4 | 9 | 0 | -1 |
| 5 | Clc1ccccc1-c1ccc2ncnc(NCc3ccc4c(c3)OCO4)c2c1 | -9 | 9 | 0 | -12 | -8 | 1.7 | 2 | . | -3 | 5 |
| 6 | CC(C)(C)C(=O)Nc1ccc(-c2csnn2)cc1 | -14 | 14 | 23 | -4 | 5 | -1.0 | -2 | -2 | 0 | 7 |
| 7 | COc1cc(OC)c(S(=O)(=O)Nc2ccc(C)cn2)cc1NC(C)=O | -8 | 8 | -5 | -16 | -7 | -0.5 | -3 | 8 | 2 | -3 |
| 8 | CCCCn1c(N)c(N(CCOC)C(=O)c2cccc(S(=O)(=O)N(CC)c3ccccc3)c2)c(=O)[nH]c1=O | -3 | 3 | -7 | -2 | -2 | 1.3 | 4 | -9 | 0 | -3 |
| 9 | COC(=O)C1CCN(CC(N)=O)CC1 | -22 | 22 | 4 | -8 | -15 | 0.3 | -6 | . | -1 | 3 |
| 10 | Cc1ccc(-n2c(SCc3ccc([N+](=O)[O-])cc3)nc3ccccc3c2=O)cc1 | 41 | -41 | -3 | -5 | -7 | -0.7 | -6 | 0 | -2 | -12 |
| 11 | N#CCC(=O)NCCCc1ccccc1 | -32 | 32 | 1 | -18 | 5 | -3.6 | -1 | -2 | -1 | -10 |
| 12 | CCOC(=O)N1CCC(NCCNC(=O)c2ccccc2Cl)CC1 | 10 | -10 | 16 | -12 | 5 | 0.8 | 0 | -2 | -1 | 8 |
| 13 | Oc1ccc(-c2nc3ccccc3s2)cc1 | . | . | -6 | -24 | 17 | 0.7 | -8 | . | -5 | -1 |
| 14 | CCOC(=O)c1ccccc1NC(=O)C=C(C)C | -4 | 4 | 2 | 5 | -13 | -0.4 | -5 | -2 | -6 | -5 |
| 15 | O=C(CSc1nccn(-c2ccc(F)c(F)c2)c1=O)NC1CCCC1 | -5 | 5 | -7 | -9 | -9 | 1.2 | -6 | 1 | -1 | -6 |
| 16 | CCOC(=O)C(=O)NCC(c1cccs1)S(=O)(=O)c1ccc(C)cc1 (stereo not drawn) | 58 | -58 | -2 | 8 | -20 | -0.5 | 1 | -1 | 0 | -4 |
| 17 | O=c1[nH]c(/C=C/c2ccccn2)nc2ccccc12 | . | . | 12 | -2 | -5 | -0.3 | -5 | 1 | -1 | 0 |
| 18 | Cc1ccc(-c2noc(CSc3nnc(Cc4ccccc4)n3-c3cccc(C)c3)n2)cc1 | -3 | 3 | -9 | -3 | 19 | 0.7 | -2 | 0 | -4 | -13 |
| 19 | COc1ccc(C)cc1NC(=O)Nc1ccccc1 | 18 | -18 | -5 | -6 | 3 | 0.8 | -6 | -1 | -2 | -5 |
| 20 | C#CCOC(=O)c1cc(Cl)c(=O)n(Cc2ccc(Cl)cc2Cl)c1 | -10 | 10 | -7 | -4 | -11 | 2.8 | -1 | -8 | -4 | -10 |
| 21 | CCCCC1CC(/C(C)=N/NC(N)=O)OC1=O (stereo not drawn) | -4 | 4 | 43 | -7 | 4 | 1.5 | -3 | -1 | -4 | -10 |
| 22 | N#CC(c1ccc(Cl)nn1)c1ccccc1Cl (stereo not drawn) | -29 | 29 | 26 | -1 | 108* | -0.5 | 1 | 0 | -2 | -3 |
| 23 | CN1C(=O)C2C(c3ccc(N(C)C)cc3)=NN(Cc3ccccc3)C2C1=O (stereo not drawn) | 41 | -41 | 45 | 0 | 6 | -1.3 | -1 | 7 | -1 | -12 |
| 24 | O=S(=O)(c1ccc2nc(Cc3ccccc3)[nH]c2c1)N1CCOCC1 | -22 | 22 | 23 | -3 | 3 | -1.4 | 5 | . | 0 | -2 |
| 25 | CCN(CC)CCCNC(=O)C1c2cc(OC)c(OC)cc2C(=O)N(C)C1c1cccnc1 (stereo not drawn) | -28 | 28 | -8 | -7 | -8 | -0.1 | -5 | 11 | -1 | 4 |

Compound profiles, from the list above:
`CN1C(=O)C2C(c3ccc(N(C)C)cc3)=NN(Cc3ccccc3)C2C1=O` (stereo not drawn) reads SR-BI DiI inh = 41; SR-BI DiI-HDL act = -41; Arr AP2 block = 45; RTF Ca sens inh = 0; PvdQ inh = 6; C-LANA FP = -1.3; Keap1 Nrf2 FP = -1; NSD2 inh = 7; DAGLB inh = -1; PKA-R2B act = -12
`C#CCOC(=O)c1cc(Cl)c(=O)n(Cc2ccc(Cl)cc2Cl)c1` reads SR-BI DiI inh = -10; SR-BI DiI-HDL act = 10; Arr AP2 block = -7; RTF Ca sens inh = -4; PvdQ inh = -11; C-LANA FP = 2.8; Keap1 Nrf2 FP = -1; NSD2 inh = -8; DAGLB inh = -4; PKA-R2B act = -10
`Cc1ccc(-c2noc(CSc3nnc(Cc4ccccc4)n3-c3cccc(C)c3)n2)cc1` reads SR-BI DiI inh = -3; SR-BI DiI-HDL act = 3; Arr AP2 block = -9; RTF Ca sens inh = -3; PvdQ inh = 19; C-LANA FP = 0.7; Keap1 Nrf2 FP = -2; NSD2 inh = 0; DAGLB inh = -4; PKA-R2B act = -13

Next section:
| nr | SMILES | SR-BI DiI inh | SR-BI DiI-HDL act | Arr AP2 block | RTF Ca sens inh | PvdQ inh | C-LANA FP | Keap1 Nrf2 FP | NSD2 inh | DAGLB inh | PKA-R2B act |
| --- | --- | --- | --- | --- | --- | --- | --- | --- | --- | --- | --- |
| 26 | COc1ccccc1NS(=O)(=O)c1cc(NC(=O)CCC2CCCC2)ccc1N1CCOCC1 | -24 | 24 | 1 | 1 | -1 | 2.3 | 3 | 1 | -1 | 2 |
| 27 | CCNC(=O)Nc1ccccc1C(=O)OC | -4 | 4 | -20 | -1 | -9 | 0.0 | 2 | -1 | -3 | 7 |
| 28 | CC[C@@]1(c2ccccc2)C(=O)N(C(=O)OC)N1C(=O)OC | -11 | 11 | 2 | -11 | -11 | 1.6 | -57 | . | 1 | 3 |
| 29 | CC1CN(C2CCN(S(=O)(=O)c3ccccc3)CC2)CC(C)O1 (stereo not drawn) | -289 | 289* | 5 | -4 | -12 | -0.7 | -2 | 1 | -2 | 3 |
| 30 | Cc1ccc2[nH]c3c(=O)n(CC(=O)NCCCN4CCN(c5ccc(F)cc5)CC4)ncc3c2c1 | -6 | 6 | 15 | -6 | 9 | -0.8 | -2 | 1 | -1 | -4 |
| 31 | CCOc1ccc(NC(=S)NNc2ccnc3cc(Cl)ccc23)cc1 | 67 | -67 | -6 | -7 | -10 | -0.8 | 2 | 1 | 3 | -7 |
| 32 | CCOc1ccc(-n2cc(C(=O)Nc3cccc(C)n3)c3cc(OC)c(OC)cc3c2=O)cc1 | 4 | -4 | 4 | -8 | 2 | 1.5 | 4 | -3 | 2 | 10 |
| 33 | O=C(CC1SC(N2CCOCC2)=NC1=O)Nc1ccc(F)cc1 (stereo not drawn) | -15 | 15 | 44 | 3 | -1 | -0.2 | 3 | -1 | -2 | -1 |
| 34 | CCC(=O)NNc1ccc(Br)cc1 | -20 | 20 | 14 | -12 | -15 | -1.4 | -1 | -2 | -2 | 1 |
| 35 | COC(=O)Nc1nncs1 | -15 | 15 | 13 | -2 | 4 | 0.2 | -7 | -2 | 1 | -10 |
| 36 | COc1ccc(C(=O)NCC(=O)N/N=C/C=C/c2ccccc2)cc1OC | 83* | -83 | 3 | -3 | -4 | -0.1 | 0 | 4 | 0 | -7 |
| 37 | C/C(=N/NS(=O)(=O)c1ccc(C)cc1)c1cccc(NC(=O)c2cccc(Cl)c2)c1 | 38 | -38 | -6 | -2 | -4 | -1.4 | -2 | 0 | -4 | 3 |
| 38 | OCC1OC(n2ccc3c(SCc4ccccc4)ncnc32)C(O)C1O (stereo not drawn) | -7 | 7 | -4 | -5 | -15 | -0.1 | -4 | -2 | -6 | -14 |
| 39 | CC(=O)c1cccc(NC(=S)NNC(=O)c2ccco2)c1 | -5 | 5 | 4 | 14 | -3 | -1.8 | 0 | -3 | 0 | -8 |
| 40 | CC1(C)CC(=O)C(C(C#Cc2ccccc2)C2=C(O)CC(C)(C)CC2=O)=C(O)C1 | -11 | 11 | 7 | -7 | -8 | 0.6 | -14 | . | 0 | 4 |
| 41 | CCc1ccc2[nH]c(=O)c(-c3ccccc3)c(O)c2c1 | 4 | -4 | 4 | 1 | -13 | -1.3 | -4 | -1 | 2 | -11 |
| 42 | Cc1cccc(NC(=O)c2cnc3sccn3c2=O)c1 | 2 | -2 | 12 | -4 | 7 | 1.0 | 2 | . | -8 | 2 |
| 43 | S=C(Nc1ccc(N2CCOCC2)cc1)Nc1ccc2nc(-c3ccco3)c(-c3ccco3)nc2c1 | 21 | -21 | 12 | -27 | 13 | 12 | 7 | 10 | 8 | 14 |
| 44 | Cn1c(=O)n(C)c2cc(NC(=O)c3ccccc3NS(C)(=O)=O)ccc21 | -22 | 22 | -9 | -6 | -12 | 2.0 | 3 | 0 | 2 | 2 |
| 45 | CCOC(=O)c1ccc(Nc2nc(=O)c3cccnc3s2)cc1 | -5 | 5 | 9 | 2 | -4 | -1.3 | -2 | 1 | -1 | 4 |
| 46 | Clc1ccc(-c2ccn[nH]2)cc1 | 0 | 0 | 2 | -3 | -4 | -0.7 | 1 | -5 | -1 | -9 |
| 47 | O=C(NNc1ccc(O)cc1)c1ccc(Br)cc1 | -7 | 7 | 24 | 14 | -2 | 0.3 | 3 | 4 | -1 | -1 |
| 48 | O=C(CSC(=S)N1CCCC1)N1CCN(S(=O)(=O)c2cccc(F)c2)CC1 | 0 | 0 | -5 | 0 | -9 | 0.1 | -6 | 10 | 0 | -4 |
| 49 | COc1ccc(OC)c(-c2cc(C(=O)NCCCn3ccnc3)no2)c1 | 54 | -54 | -2 | 2 | -7 | -0.5 | 2 | -1 | -2 | 7 |
| 50 | Cc1cc(C)n(CCNS(=O)(=O)c2ccccc2)n1 | -6 | 6 | -19 | -8 | -15 | -1.2 | -3 | 1 | 1 | -5 |

Screening data from PubChem.
